Screening data deposited in PubChem BioAssay by Sanford-Burnham Center for Chemical Genomics.
H9c2 TAG inh = reduces triacylglycerol accumulation in H9c2 cells; Nile Red lipid (TAG) fluorescence; cells loaded with 200 µM oleic acid; inhibition, % at 12.5 µM; 230,000 compounds, 0.66% hits;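 active means pattern-corrected inhibition of lipid staining of at least 50% with the nuclear-stain viability signal not falling by more than 50%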;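 further: 0% = DMSO wells and 100% = triacsin C control wells; some results filed as inactive read as strong as hits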
H9c2 TAG inh DAPI viability = also measured in H9c2 TAG inh; calls as there; DAPI nuclei signal change (viability), lower = more cytotoxic, %;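 whole-well DAPI fluorescence read on a plate reader as a viability signal; minus 50 percent equals half of cells still viable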
Starred values were filed as active, the others as inactive; & = joins results of further samples. Only part of the results is shown (hit frequency here may not be typical).

SMILES	H9c2 TAG inh	H9c2 TAG inh DAPI viability
CCOCCCNC(=O)C(c1ccc(OC)cc1)N(Cc1cccs1)C(=O)c1ccccc1O (stereo not given)	18	-11
O=C(Cn1cnc2cc(Cl)ccc2c1=O)Nc1ccc2c(c1)OCO2	11	10
Cc1cc(Cl)ccc1OCC(=O)Nc1ccccc1C(=O)N1CCOCC1	-11	-7
Cc1ccc(CC(CC(=O)O)C(=O)NCC23CC4CC(CC(C4)C2)C3)cc1 (stereo not given)	3	0
COc1ccc(Oc2cc(C(F)(F)F)nc(N(C)C)n2)cc1	1	12
COc1ccccc1CN1CCNC(=O)C1CC(=O)NCCOc1cccnc1 (stereo not given)	5	-2
CCCCNC(=O)C(C)N(CCN(C)C)C(=O)CCCCCN1C(=O)NC(c2ccc(Cl)cc2)C(C(=O)OCc2ccccc2)=C1C (stereo not given)	40	-23
C#Cc1ccc(NC(=O)C2(C)CCN2C(=O)c2ccccc2CCc2ccccc2)cc1 (stereo not given)	14	3
COc1ccccc1-n1cnnc1SCC(=O)NC1CCS(=O)(=O)C1 (stereo not given)	4	-3
CC(=O)c1ccc(Nc2nc(C(N)c3ccccc3Cl)cs2)cc1 (stereo not given)	-1	13
Cc1cc(C)n2nc(C(=O)Nc3ccc(S(=O)(=O)N4CCCC4)cc3)nc2n1	6	4
COc1ccc(S(=O)(=O)N2CCCCCC2)cc1C(=O)N(C)CCOc1ccccc1	-3	-3

By substructure, the compounds so far with a Cl atom.
SMILES	H9c2 TAG inh	H9c2 TAG inh DAPI viability
O=C(Cn1cnc2cc(Cl)ccc2c1=O)Nc1ccc2c(c1)OCO2	11	10
Cc1cc(Cl)ccc1OCC(=O)Nc1ccccc1C(=O)N1CCOCC1	-11	-7
CCCCNC(=O)C(C)N(CCN(C)C)C(=O)CCCCCN1C(=O)NC(c2ccc(Cl)cc2)C(C(=O)OCc2ccccc2)=C1C (stereo not given)	40	-23
CC(=O)c1ccc(Nc2nc(C(N)c3ccccc3Cl)cs2)cc1 (stereo not given)	-1	13

Returning to the listing; the two compounds before the break are reprinted first.
SMILES	H9c2 TAG inh	H9c2 TAG inh DAPI viability
Cc1cc(C)n2nc(C(=O)Nc3ccc(S(=O)(=O)N4CCCC4)cc3)nc2n1	6	4
COc1ccc(S(=O)(=O)N2CCCCCC2)cc1C(=O)N(C)CCOc1ccccc1	-3	-3
O=[N+]([O-])c1cccc(/C=N/NC2=NS(=O)(=O)c3ccccc32)c1	1	-3
COc1ccc(C(=O)NCC(C)C)c(OC)c1	4	-4
CC(=O)N1c2ccccc2[C@@H](C)[C@@H]1C	-15	2
COc1cc(CC(=O)Nc2ccc(S(=O)(=O)NC3=NCCCCC3)cc2)cc(OC)c1OC	-5	12
CC(C)OC(=O)C1=C(N)N2C(=O)CSC2=C(C(=O)OC(C)C)C1	2	-1
Cc1ccc(C(=O)NNS(=O)(=O)c2ccc(F)cc2)cc1	-7	5
CCC(CC)C(=O)Nc1ccc(S(=O)(=O)Nc2nccs2)cc1	6	6
Cc1cccc2cc(CN(Cc3ccccc3)C(=O)N(C)C)c(=O)[nH]c12	-25	5
O=C(c1ccc(Cl)cc1)c1coc2ccc(O)cc12	-1	0
CC(C)(C)OC(=O)NCCCCCNC(=O)c1ncn2c1c(=O)[nH]c1ccccc12	4	10
Cc1onc(-c2c(F)cccc2Cl)c1C(=O)OCC(=O)c1c(N)n(C)c(=O)n(C)c1=O	22	-5
CN(CC(=O)Nc1ccc(N2CCOCC2)cc1)C(=O)CSc1ccc(Br)cc1	4	-9

Next section, starting with the last three of the part before.
SMILES	H9c2 TAG inh	H9c2 TAG inh DAPI viability
CC(C)(C)OC(=O)NCCCCCNC(=O)c1ncn2c1c(=O)[nH]c1ccccc12	4	10
Cc1onc(-c2c(F)cccc2Cl)c1C(=O)OCC(=O)c1c(N)n(C)c(=O)n(C)c1=O	22	-5
CN(CC(=O)Nc1ccc(N2CCOCC2)cc1)C(=O)CSc1ccc(Br)cc1	4	-9
CCOc1ccc(-n2c(C)nc3c(cnn3-c3ccc(Cl)cc3)c2=O)cc1	-3	-20
Cc1cc(C)c2c(NC(=O)C3CC3)nn(C)c2n1	5	12
COCCNC(=O)c1c[nH]c2ccc(S(=O)(=O)N3CCC4(CC3)OCCO4)cc2c1=O	-6	-2
Cc1cccc(N2CCN(C(=O)c3ccc(CNc4c(N5CCC(C)CC5)c(=O)c4=O)cc3)CC2C)c1 (stereo not given)	0	0
O=C(N/N=C/c1ccc(OCCCF)cc1)c1ccc(C(F)(F)F)cc1	-4	0
O=C1CC(c2ccc(F)cc2)Sc2nc(C34CC5CC(CC(C5)C3)C4)nn21 (stereo not given)	-12	0
COc1ccc(Cl)cc1NC(=S)NCc1cccs1	-11	9
CCCCN1C(=O)C(=O)N(CC(=O)NC2CCCc3ccccc32)C1=O (stereo not given)	-3	3
COc1ccc(CC(=O)NC2=NCCS2)cc1	-2	-1
COc1ccc([C@H]2CC(=O)C=C(c3cc(Cl)cc(Cl)c3)C2)cc1	-8	-4
Cc1c(C(=O)NCc2ccc(Cl)c(Cl)c2)sc(=O)n1Cc1ccc(S(=O)(=O)N(C)C)cc1	-20	3
C[C@H](CO)N1C[C@H](C)[C@@H](CN(C)C(=O)Nc2ccc3c(c2)OCO3)Oc2ccc(NC(=O)Nc3ccc(C(F)(F)F)cc3)cc2C1=O	1	-5
O=C(Nc1cccnc1)c1cccc(S(=O)(=O)Nc2cccc(Cl)c2)c1	-10	-3
CC(C)Oc1cc(F)ccc1-c1cc(C(=O)NCC2CCCCC2)[nH]n1	0	-1
CN(C(=O)CSc1nnnn1-c1ccc(Cl)cc1)C1CCS(=O)(=O)C1 (stereo not given)	17	-7
CCOc1cc(S(=O)(=O)NC2CCCC2)ccc1Cl	-18	-6
O=C(c1ccco1)N(Cc1cccs1)C1CCS(=O)(=O)C1 (stereo not given)	-18	4
COc1ccc(NC(=O)CCCC2=NS(=O)(=O)c3ccccc3N2)cc1	-6	10
COc1ccc(NC(=O)Nc2ccc3nccnc3c2)cc1	5	-3
COc1ccc(CN=C2NC(=O)CC(C(=O)Nc3ccc([N+](=O)[O-])cc3C)S2)cc1 (stereo not given)	-14	-6
O=C(O)c1ccc(Cl)c(NC(=O)C2CCN(S(=O)(=O)c3ccc4c(c3)OCCO4)CC2)c1	5	0
CC(=O)N1N=C(c2ccc(Cl)cc2)OC1(C)C	-5	2
CCOC(=O)c1ccc(NC(=O)NCc2ccc(OC)cc2)cc1	-34	13
CC(=O)Cn1c(=O)oc2ccccc21	-1	-2
Cc1cc(C(O)c2ncc(-c3cccc(F)c3)[nH]2)ccc1F (stereo not given)	24	-13
CCN(CC)c1ccc2c(C)c(Cl)c(=O)oc2c1	5	120
CCCCNc1c(N)n(CCC)c(=O)[nH]c1=O	-2	8
CCOC(=O)C1C(c2ccc3c(c2)OCO3)NC(=O)NC1(O)C(F)(F)F (stereo not given)	-8	1
COCC(=O)N[C@@H]1c2cc(OC)c(OC)cc2C[C@H]1OCc1ccccc1	5	0
CCOC(=O)c1cc(-c2ccccc2)sc1NC(=O)CC(C)C	5	1
O=C1CN(C(=O)COC(=O)COc2ccc3c(c2)CCC3)c2ccccc2N1	1	-3
COc1ccc(OC)c(-c2csc(NC(=O)CSCC(=O)Nc3cc(C)on3)n2)c1	5	-9
Cc1cc(NC(=O)c2cc3ncc(Br)cn3n2)no1	2	-5
CC(=O)c1ccccc1C(=O)N1CCCC(N2CCN(Cc3ccc4c(c3)OCO4)CC2)C1 (stereo not given)	5	1
COc1ccc(-c2cc(C(F)(F)F)n3ncc(C(=O)NCC4CCCO4)c3n2)cc1 (stereo not given)	-6	133
Cc1cc(C(=O)N/N=C/c2ccc(-c3cccc(Br)c3)o2)n[nH]1	13	-3
COCCNc1nc(-c2ccc(OC)cc2)c(-c2ccc(OC)cc2)s1	-3	6
CCCC(c1nnnn1Cc1cccs1)N1CCN(c2ccc(OC)cc2)CC1 (stereo not given)	-49	0
Clc1ccc(OCc2nc(-c3ccc(Br)o3)no2)cc1	-6	-13
CC1(C)CC(=O)C/C(=N/NC(=O)CCCOc2ccc(Cl)cc2Cl)C1	-25	2
Cc1c(CC(=O)Nc2ccc(Cl)cc2)sc2ccc(Cl)cc12	-10	3
O=C(O)c1ccccc1Cc1nc2cc(Cl)ccc2c(=O)[nH]1	-8	3
O=C(COC(=O)c1cc2ccccc2oc1=O)Nc1cccc(Br)c1	1	4
CNC(=O)C1CC(=O)N(c2ccc(OCC(=O)Nc3ccccc3)cc2)C1 (stereo not given)	15	6
Cc1csc(NC(=O)CCSCCc2ccccn2)n1	-14	9
C1=C(CCNC2=NCCCCC2)CCCC1	-10	4
CCN(CC)C(=O)c1cn(C)c2ccc(S(=O)(=O)N(CC)CC)cc2c1=O	-20	14
COc1ccc(-c2cc(=O)[nH]c3ccccc23)cc1	12	1

3 compounds drawn at random from the list so far:
SMILES	H9c2 TAG inh	H9c2 TAG inh DAPI viability
CN(CC(=O)Nc1ccc(N2CCOCC2)cc1)C(=O)CSc1ccc(Br)cc1	4	-9
COc1ccc([C@H]2CC(=O)C=C(c3cc(Cl)cc(Cl)c3)C2)cc1	-8	-4
O=C(c1ccc(Cl)cc1)c1coc2ccc(O)cc12	-1	0

(list continues)
SMILES	H9c2 TAG inh	H9c2 TAG inh DAPI viability
CC1(C)Cc2c(C#N)c(OCC(=O)c3ccc(Cl)cc3)nc(-c3ccoc3)c2CO1	7	33
Cc1ccc(C)c(NC2=NCC(=O)N2c2ccc3c(c2)OCCO3)c1	1	-2
CCCn1c(N)c(C(=O)CSc2nnc3n2CCCCC3)c(=O)[nH]c1=O	-8	5
CCO/C([O-])=N/c1c[n+](N2CCOCC2)no1	2&27	-9&-8
COc1ccc(Cl)cc1NC(=O)C1(c2cccs2)CCOCC1	-11	1
Cc1ccc(OCCC(=O)NNC(=O)c2ccncc2)cc1	4	-6
Cc1ccc(NC(=O)c2ccc(N/N=C/c3cccc(O)c3)c([N+](=O)[O-])c2)cc1	60*	-40*
CC(=O)NNC(=O)c1sc(=S)n2c1[nH]c(=O)c1sccc12	9	-1
CN(C=[N+](C)C)c1cccc2c1C(=O)c1ccccc1C2=O	2	3
CCC(C(=O)NC(C)(C)C)N(C(=O)Cn1nnc(-c2cccs2)n1)c1cnc2ccccc2c1 (stereo not given)	25	-6
O=S(=O)(c1ccccc1)c1cnc(-c2cccnc2)nc1-c1ccc(Cl)c(Cl)c1	-9	33
CN(Cc1ccccc1Br)C(=O)CN1C(=O)NC2(CCCCCC2)C1=O	6	2
CCNC(=O)c1c(O)c2c([nH]c1=O)CCCC2	4	7
CCCCN1CC[C@H]2C=CC[C@@H](C(=O)Nc3ccc(Cl)cc3Cl)[C@H]2C1=O	4	-5
COc1ccc(CN(C)C(=O)c2cc(S(=O)(=O)NCc3ccccc3)ccc2C)c(OC)c1	-13	-2
O=C(NC(=S)Nc1ccccc1Br)C1CCCCC1	-8	3
Cc1nn(-c2ccccc2)c(Cl)c1C(=O)N1CCN(c2ncnc3c2cnn3-c2ccccc2)CC1	-38	12
O=C(NCc1ccccn1)c1ccc(NS(=O)(=O)c2cccc(Cl)c2)cc1	-2	5
O=C(CSc1nnc(-c2ccco2)n1Cc1ccco1)NCc1cccs1	-9	9
Cc1nn(CCC#N)c2[nH]c(=O)cc(C(F)(F)F)c12	-40	15
O=C(O)CCCC(=O)NS(=O)(=O)c1ccc(Cl)cc1	-12	3
CCCCCCCCCCCC(=O)NC(Cc1ccc(OC)c([N+](=O)[O-])c1)C(=O)O (stereo not given)	5	2
N#C/C(=C\c1cccnc1)C(=O)Nc1ccc(C(=O)O)cc1	4	-3
CCc1noc(C)c1C(=O)N(CCC(C)C)c1c(N)n(Cc2ccccc2)c(=O)[nH]c1=O	-4	-5
